CHRM5 PAM: potentiates acetylcholine response at human M5 receptor; P08912; CHO-K1 hM5, Fluo-8 calcium, ACh EC20 PAM; 0% = ACh EC20, 100% = ACh EC100; activation, % at 3 µM; 360,000 tested, 0.3% active; AID 624038;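 active = activation above the run cutoff, the mean activation of all test compounds plus 3 SD, cut at about 18% in these data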
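System – CHO-K1 hM5 cells · Compound – 3 µM, single dose · Incubation – compound preincubation 140 s before EC20 acetylcholine addition · Technique – Fluo-8 calcium fluorescence · Measure – Max/basal fluorescence ratio as % of EC20–EC100 ACh window · Benchmarks – low control EC20 acetylcholine (0%), high control EC100 acetylcholine (100%) · Replication – singlicate, one well per test compound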
CRFBP-R2 agonist: agonists of human CRF-binding protein/CRF-R2 receptor complex. AID 588473. activation, % at 13.2 µM. 350,000 tested, 0.46% active. HEK293 CRF-R2/CRF-BP, calcium dye fluorescence (FLIPR); percent of saturating CRF peptide response;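 active = activation of at least 50%, plus an integration ratio under a set limit after plate pattern correction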;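 also: plate controls were neutral control wells without compound for no effect and CRF at EC100 for full effect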
M5 antag: CHRM5 antagonism in calcium assay; P08912; CHO-hM5 cells, Fluo-8 calcium fluorescence, ACh EC80; inhibition, % at 3 µM; 360,000 tested, 0.59% active;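 active = inhibition above a per-plate cutoff, the mean of that plate's test compounds plus 3 SD, cut at about 27% in these data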;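 also: 0% = acetylcholine EC80 with DMSO and 100% = DMSO without agonist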
CHRM4 PAM: positive allosteric modulators of human muscarinic M4 receptor | 360,000 tested, 0.4% active | CHO-K1 hM4/Gqi5, Fluo-8 calcium fluorescence, ACh EC20; 0% = ACh EC20, 100% = maximal ACh | P08173 | activation, % at 3 µM;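 active = activation above its plate's cutoff, the mean activation of sample wells plus 3 SD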; also: some results filed as inactive read as strong as hits
Target sequence (P08173 whole entry, looked up): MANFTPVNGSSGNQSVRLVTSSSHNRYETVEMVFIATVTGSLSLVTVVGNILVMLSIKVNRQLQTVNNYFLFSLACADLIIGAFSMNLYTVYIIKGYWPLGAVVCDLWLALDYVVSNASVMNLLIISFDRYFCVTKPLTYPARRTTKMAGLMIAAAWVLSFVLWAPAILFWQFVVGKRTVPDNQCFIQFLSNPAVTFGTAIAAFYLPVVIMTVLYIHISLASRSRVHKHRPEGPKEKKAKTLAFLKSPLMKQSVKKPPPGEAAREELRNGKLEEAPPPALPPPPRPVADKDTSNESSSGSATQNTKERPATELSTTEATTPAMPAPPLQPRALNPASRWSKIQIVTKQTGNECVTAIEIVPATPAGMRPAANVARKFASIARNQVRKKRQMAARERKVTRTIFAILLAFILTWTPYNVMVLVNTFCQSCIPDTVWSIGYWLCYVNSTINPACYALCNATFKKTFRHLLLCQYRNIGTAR
M1 PAM: potentiates human M1 receptor response to acetylcholine. CHO-K1 hM1, Fluo-8 calcium fluorescence, ACh EC20; 0% = ACh EC20, 100% = maximal ACh. 360,000 tested, 0.088% active. activation, % at 3 µM; in the data active = activation above about 19%, passing the limit was not always enough
Target sequence (P11229 whole entry, looked up): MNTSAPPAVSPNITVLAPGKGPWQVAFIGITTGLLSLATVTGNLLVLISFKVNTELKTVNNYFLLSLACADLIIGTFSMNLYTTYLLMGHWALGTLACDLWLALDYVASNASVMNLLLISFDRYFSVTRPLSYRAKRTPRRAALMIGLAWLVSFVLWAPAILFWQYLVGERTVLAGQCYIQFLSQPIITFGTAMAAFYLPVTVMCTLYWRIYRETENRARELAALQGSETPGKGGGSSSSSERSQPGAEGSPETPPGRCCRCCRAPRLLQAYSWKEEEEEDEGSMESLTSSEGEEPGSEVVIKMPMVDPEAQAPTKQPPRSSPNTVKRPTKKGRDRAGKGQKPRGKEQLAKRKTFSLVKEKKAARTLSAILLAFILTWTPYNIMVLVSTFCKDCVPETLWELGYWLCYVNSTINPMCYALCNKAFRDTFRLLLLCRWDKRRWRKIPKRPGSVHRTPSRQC
CHRM4 antagonist: CHRM4 antagonism in calcium assay; P08173; CHO-hM4 cells, ACh EC80, Fluo-8 calcium fluorescence; inhibition, % at 3 µM; 360,000 tested, 0.73% active; AID 624125;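 active = inhibition above its plate's cutoff, the mean inhibition of sample wells plus 3 SD, cut at about 27% in these data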;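 also: 0% = acetylcholine EC80 with DMSO and 100% = DMSO without agonist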
CHRM5 agonist: CHRM5 agonism in calcium assay; P08912; CHO-K1 hM5 cells, Fluo-8 calcium fluorescence; 0% DMSO wells, 100% maximal acetylcholine response; activation, % at 3 µM; 360,000 tested, 0.19% active;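 active = activation above the run's mean over test compounds plus 3 SD, cut at about 23% in these data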;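 also: signal is peak over basal fluorescence ratio across the kinetic read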
M4 ag: CHRM4 agonism in calcium assay; activation, % at 3 µM; 360,000 tested, 0.14% active; AID 624127; CHO-K1 hM4/Gqi5, Fluo-8 calcium fluorescence; vehicle 0%, full acetylcholine response 100%; P08173;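 active = activation above the run mean over all test wells plus 3 SD, cut at about 32% in these data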;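 also: peak over basal fluorescence ratio per well then scaled between controls; 0% = DMSO wells and 100% = acetylcholine at EC100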
CHRM1 antagonist: antagonists of human M1 muscarinic receptor | P11229 | CHO-K1 hM1, Fluo-8 calcium fluorescence, ACh EC80 antagonist | inhibition, % at 3 µM | 360,000 tested, 1.3% active | AID 588852;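 active = percent inhibition above its own plate's cutoff, namely the mean of that plate's compound wells plus 3 SD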;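 also: peak over basal fluorescence ratio during 140 s after agonist addition; 0% = ACh EC80 plus DMSO and 100% = DMSO alone without agonist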
Starred values were filed as active, the others as inactive; . = not tested or not shown.

SMILES	CHRM5 PAM	CRFBP-R2 agonist	M5 antag	CHRM4 PAM	M1 PAM	CHRM4 antagonist	CHRM5 agonist	M4 ag	CHRM1 antagonist
COc1cc2ccccc2cc1C(=O)N1CC(C)CC(C)C1 (centres undefined)	-1	-3.0	5	5	13	-3	-3	-1	-8
O=C(C1CCCO1)N1CCN(C(=S)Nc2ccccc2Cl)CC1 (centres undefined)	9	-1.7	-6	5	14	-5	-1	2	-5
CN(Cc1ccc(Cl)cc1Cl)C(=O)CN1C(=O)NC2(CCCC2)C1=O	12	-2.0	-7	6	8	-12	0	1	-13
NS(=O)(=O)c1ccc(NC(=O)COC(=O)c2ccc([N+](=O)[O-])s2)cc1	-2	-2.2	5	0	5	1	-3	0	-27
CCCS(=O)(=O)c1nc(C)cc(C)c1S(C)(=O)=O	5	-0.2	-2	16	14	-9	-4	0	-6
CC(C)CCC(C)NC(=O)Cc1ccc(S(=O)(=O)N2CCOCC2)s1 (centres undefined)	-5	-0.2	9	-3	1	1	-1	1	1
CN(Cc1ccc(Cl)cc1Cl)C(=O)Cc1ccc(S(=O)(=O)N2CCOCC2)s1	-7	2.6	1	-6	-1	-8	-1	11	-10
COC(=O)C1=C(O)/C(=C/c2ccc(OCC(=O)Nc3ccccc3)cc2)N=C1C	-1	-0.6	6	-1	5	1	-4	1	-4
CN(Cc1ccccn1)C(=O)c1ccc2nc(Cc3cccc(Cl)c3)oc2c1	-1	2.2	8	6	5	-20	-5	7	-8
CCS(=O)(=O)N1CCN(c2ccc([N+](=O)[O-])c(NCc3cccnc3)c2)CC1	-1	-1.4	8	2	7	-10	4	7	-4
Cc1cc(/C=C2/SC(=S)N(c3ccc([N+](=O)[O-])cc3)C2=O)c(C)n1-c1cccnc1	-14	-0.9	26	-5	-8	5	4	13	14
OC(COC(c1ccc(Cl)cc1)c1ccc(Cl)cc1)CN1CCCC1 (centres undefined)	-4	7.0	-2	-7	4	0	-1	4	-6
CCN(CC)CCOC(=O)c1ccc(N/C=C(/C#N)c2nc(-c3ccc4c(c3)OCO4)cs2)cc1	-3	0.3	3	-5	-14	8	-9	2	25
COc1ccc(N(CC(=O)NCc2ccccc2)C(=O)Cn2nnc(-c3ccccc3F)n2)cc1OC	2	1.0	10	-4	-3	10	3	0	6
O=C(NCCc1ccccc1)c1ccc(CS(=O)(=O)Cc2ccccc2F)o1	-8	0.7	5	-5	-3	2	1	15	0
CC1C2CCC(C2)C1OC(=O)c1ccccc1C(=O)O (centres undefined)	3	1.0	-4	-3	1	-7	-1	0	-9
Cc1cccc(NC(=O)CSc2ccc(-c3ccccn3)nn2)c1C	4	-2.7	-1	-1	-6	9	-1	2	17
CCOC(=O)CC1=C(C(=O)OCC)C(c2ccc(OC)cc2OC)C(C#N)=C(N)O1 (centres undefined)	7	2.5	-5	-4	11	6	-1	0	-12
O=C(CNC1=NCCC1)c1ccc2c(c1)OCCO2	1	0.7	5	-5	5	5	-4	1	-1
COc1ccc(C(=O)Nc2nc3ccccc3s2)cc1	-2	-0.6	-22	-1	4	-13	10	3	-12
CSc1nccc(-c2c(-c3ccc(Cl)cc3)noc2C)n1	-1	-2.5	6	23	-2	-3	-5	-2	4
CN1CCN(S(=O)(=O)c2ccc(-c3noc(C4CCN(S(C)(=O)=O)CC4)n3)cc2)CC1	4	-0.1	-14	3	9	12	2	1	-8
CCCCC(=O)N=c1sc2c(OC)ccc(OC)c2n1C	3	0.1	3	16	-4	-3	-1	0	8
CC(C(=O)Nc1ccc(S(=O)(=O)N2CCOCC2)cc1)N1C(=O)C2CC=CCC2C1=O (centres undefined)	-1	-1.4	-5	-1	3	-3	-5	2	6
Cc1cccc(C(=O)Oc2ccccc2/C=N/Nc2ccc([N+](=O)[O-])cc2)c1	-3	6.0	-2	-7	5	2	1	1	-10
O=C(CN1CCN(C(=O)N2CCOCC2)CC1)Nc1ccc(Br)cc1	0	-1.2	8	1	3	4	-1	0	-20
NCc1csc(NC(=O)Nc2cccc(C(F)(F)F)c2)n1	5	.	1	12	9	-8	0	0	-7
COc1ccccc1NC(=O)C(C)OC(=O)C1CC(=O)N(c2ccc3c(c2)OCCO3)C1 (centres undefined)	6	-1.4	-3	4	6	0	-2	2	-9
CC1C=CCC2C(=O)N(c3cccc(C(=O)N4CCCCCC4)c3)C(=O)C12 (centres undefined)	-2	-0.1	3	-1	0	-1	2	3	5
O=C(OCc1cccc(F)c1)c1ccc2c(c1)-c1ccccc1C2=O	-5	5.7	3	10	-3	17	-2	1	3
COc1ccc(N2Nc3n[nH]c(N)c3N2)cc1	-5	-0.5	-5	2	3	-7	-4	0	0
CCN(CC)S(=O)(=O)c1cccc(S(=O)(=O)c2cccc(S(=O)(=O)N(CC)CC)c2)c1	-18	1.9	20	-17	-21	16	5	12	15
O=C(CCC(=O)c1cccs1)NNC(=O)c1cc(Cl)ccc1Cl	4	-0.1	10	2	4	-9	1	2	-10
CC1=CC2=NC(=O)CC(C)(C(=O)N(CC(=O)NC3CCCC3)Cc3ccc(Cl)cc3)N2C=C1 (centres undefined)	5	-1.4	8	0	0	-1	2	2	3
COc1cccc(CNC(=O)CCC2CCCN(C(=O)CCn3cncn3)C2)c1 (centres undefined)	10	1.0	1	-4	10	-10	1	1	-11
N#Cc1ccccc1NC(=O)COC(=O)c1ccc2c(c1)OCCO2	-1	0.7	0	-4	5	-3	2	2	-3
COc1ccc(Cl)cc1C(=O)NNC(=O)CCNS(=O)(=O)c1ccccc1	-4	-1.4	16	-1	1	3	-2	1	-2
CCCCn1c(N)c(N(CC(C)C)C(=O)CN2C(=O)NC3(CCC(C(C)(C)CC)CC3)C2=O)c(=O)[nH]c1=O (centres undefined)	-1	-0.6	8	1	6	11	1	1	-5
c1ccc(-c2csc3ncnc(N4CCOCC4)c23)cc1	-7	0.3	2	-1	3	-3	-3	0	7
O=C(OCC#CCSc1nnc(-c2cccc3ccccc23)o1)c1ccc(Cl)cc1	3	7.5	-5	10	9	-2	3	1	-8
O=C(NCCc1c[nH]c2ccccc12)c1ccc(S(=O)(=O)NCc2ccco2)cc1	-5	0.4	8	-3	6	3	1	5	-8
Nc1ncnc(Nc2cccc(Cl)c2Cl)n1	-3	-1.3	-5	6	13	-6	-3	1	-11
CNC(=O)NC(=O)COC(=O)CCc1nc(=O)c2ccccc2n1C	0	-0.4	-6	-1	0	-2	-1	0	3
O=C(Nc1cccnc1)C1=NN(C2CCS(=O)(=O)C2)C(=O)CC1 (centres undefined)	3	-0.6	-2	4	5	1	-2	0	-3
CN1C(=O)/C(=C/c2ccc(OCc3ccccc3F)cc2)NC1=S	-6	-1.9	3	-3	-1	-8	-2	4	0
O=C(N/N=C/c1ccc([N+](=O)[O-])cc1)c1cc2ccccc2o1	1	0.6	-2	-7	13	2	6	1	-8
CCSc1nnc(NC(=O)c2csc3c2CCC(C)C3)s1 (centres undefined)	5	-0.5	-10	12	10	3	-2	1	-7
Cc1nc([N+](=O)[O-])nn1C12CC3CC(CC(Br)(C3)C1)C2	-11	-3.4	15	-3	-6	10	0	0	12
COc1ccccc1NC(=O)CSc1nnc(NC(=O)c2ccco2)s1	-5	-0.4	2	4	14	-5	-2	1	-18
COC(=O)CNC(=O)CSc1ccccn1	4	-4.3	3	-2	-4	1	2	1	13

An excerpt of the results above, as a working copy:
SMILES	CHRM5 PAM	CRFBP-R2 agonist	M5 antag	CHRM4 PAM	M1 PAM	CHRM4 antagonist	CHRM5 agonist	M4 ag	CHRM1 antagonist
Cc1cc(/C=C2/SC(=S)N(c3ccc([N+](=O)[O-])cc3)C2=O)c(C)n1-c1cccnc1	-14	-0.9	26	-5	-8	5	4	13	14
OC(COC(c1ccc(Cl)cc1)c1ccc(Cl)cc1)CN1CCCC1 (centres undefined)	-4	7.0	-2	-7	4	0	-1	4	-6

13 neighbouring records already listed:
SMILES	CHRM5 PAM	CRFBP-R2 agonist	M5 antag	CHRM4 PAM	M1 PAM	CHRM4 antagonist	CHRM5 agonist	M4 ag	CHRM1 antagonist
COc1cccc(CNC(=O)CCC2CCCN(C(=O)CCn3cncn3)C2)c1 (centres undefined)	10	1.0	1	-4	10	-10	1	1	-11
N#Cc1ccccc1NC(=O)COC(=O)c1ccc2c(c1)OCCO2	-1	0.7	0	-4	5	-3	2	2	-3
COc1ccc(Cl)cc1C(=O)NNC(=O)CCNS(=O)(=O)c1ccccc1	-4	-1.4	16	-1	1	3	-2	1	-2
CCCCn1c(N)c(N(CC(C)C)C(=O)CN2C(=O)NC3(CCC(C(C)(C)CC)CC3)C2=O)c(=O)[nH]c1=O (centres undefined)	-1	-0.6	8	1	6	11	1	1	-5
c1ccc(-c2csc3ncnc(N4CCOCC4)c23)cc1	-7	0.3	2	-1	3	-3	-3	0	7
O=C(OCC#CCSc1nnc(-c2cccc3ccccc23)o1)c1ccc(Cl)cc1	3	7.5	-5	10	9	-2	3	1	-8
O=C(NCCc1c[nH]c2ccccc12)c1ccc(S(=O)(=O)NCc2ccco2)cc1	-5	0.4	8	-3	6	3	1	5	-8
Nc1ncnc(Nc2cccc(Cl)c2Cl)n1	-3	-1.3	-5	6	13	-6	-3	1	-11
CNC(=O)NC(=O)COC(=O)CCc1nc(=O)c2ccccc2n1C	0	-0.4	-6	-1	0	-2	-1	0	3
O=C(Nc1cccnc1)C1=NN(C2CCS(=O)(=O)C2)C(=O)CC1 (centres undefined)	3	-0.6	-2	4	5	1	-2	0	-3
CN1C(=O)/C(=C/c2ccc(OCc3ccccc3F)cc2)NC1=S	-6	-1.9	3	-3	-1	-8	-2	4	0
O=C(N/N=C/c1ccc([N+](=O)[O-])cc1)c1cc2ccccc2o1	1	0.6	-2	-7	13	2	6	1	-8
CCSc1nnc(NC(=O)c2csc3c2CCC(C)C3)s1 (centres undefined)	5	-0.5	-10	12	10	3	-2	1	-7

The list continues.
SMILES	CHRM5 PAM	CRFBP-R2 agonist	M5 antag	CHRM4 PAM	M1 PAM	CHRM4 antagonist	CHRM5 agonist	M4 ag	CHRM1 antagonist
CCc1nc(NCCCN2CCOCC2)c2oc3ccccc3c2n1	-11	-0.4	5	6	5	-26	-3	2	-5
CC(=O)Nc1c(O)nc(SCc2ccccc2C#N)[nH]c1=O	-7	-1.6	15	15	10	-14	0	1	-19
CC1CCCC(C)N1C(=O)COC(=O)CCC(=O)c1cccs1 (centres undefined)	9	-0.7	4	1	9	-6	1	1	-22
Cc1ccc(S(=O)(=O)N(C)Cc2nc(-c3ccc(Br)cc3)no2)cc1	-2	6.8	2	-1	-7	3	2	1	1
Cc1cc(C)nc(SCC(=O)Nc2ccc(S(=O)(=O)Nc3nccs3)cc2)n1	5	1.8	-4	0	6	2	1	0	-3
COc1ccc(CC(=S)N2CCOCC2)cc1OC	5	-1.3	-6	-1	4	1	1	1	-4

Source: PubChem BioAssay (several laboratories)
